Source: PubChem BioAssay (National Center for Advancing Translational Sciences (NCATS))
GALK inh: blocks human galactokinase activity. P51570. Purified GALK, Kinase-Glo residual ATP luminescence. Potency, µM (top dose mostly 57.5 µM), for inactives: at the top dose activity change, negative = inhibition, most hits filed as inhibitors. 0.007% of 270,000 active; also: potency is read from the fitted curve at half-maximal effect; % is scaled to controls: 0 for no effect and ±100 for the full control effect
Target sequence (P51570 whole entry, looked up): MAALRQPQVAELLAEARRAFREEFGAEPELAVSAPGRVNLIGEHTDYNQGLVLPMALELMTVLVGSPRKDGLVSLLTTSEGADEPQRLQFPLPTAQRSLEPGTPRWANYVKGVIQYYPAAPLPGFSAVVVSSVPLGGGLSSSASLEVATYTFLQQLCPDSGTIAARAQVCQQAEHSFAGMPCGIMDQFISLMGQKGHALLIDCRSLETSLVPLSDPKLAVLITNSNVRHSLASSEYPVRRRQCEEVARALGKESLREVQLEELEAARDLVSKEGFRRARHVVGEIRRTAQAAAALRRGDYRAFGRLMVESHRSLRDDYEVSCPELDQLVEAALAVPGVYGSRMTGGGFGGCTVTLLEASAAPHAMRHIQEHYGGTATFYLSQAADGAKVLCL
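GALK at 5 nM final was combined with compound, 35 uM ATP and 100 uM galactose in HEPES pH8.0 with MgCl2 and DTT. The reaction ran one hour at room temperature before luminescent ATP detection.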
hERG WT inh: blocks the wildtype human KCNH2 potassium channel | activity change, % at 1.84 µM | Q12809 | 0.37% of 340,000 active | U2OS, BacMam KCNH2, thallium flux FluxOr; active compounds read low;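 active = maximum activity change below -70%; inconclusive = maximum activity change between -70% and -50%; inactive = maximum activity change above -50%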; also: % is scaled to controls: 0 for no effect and ±100 for the full control effect
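U2OS cells were transduced with wild-type KCNH2 virus (2.03 x 10^8 / mL) for 4 h at room temperature, then cultured overnight at 37 C. Thallium flux was read with FluxOr dye. Rate constants were normalized to DMSO controls.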
A-T KAP1 phos: candidate therapy for ataxia-telangiectasia; […] A-T fibroblasts, KAP-1 phosphorylation AlphaLISA; neocarzinostatin DNA damage 30 min before lysis; Potency, µM (doses to about 57.5 µM), for inactives: at the top dose activation, most hits filed as activators; 0.19% of 320,000 active; AID 485349; also: potency is read from the fitted curve at half-maximal effect; % of control where 0% means no effect; nearly all actives have a fitted effect of over 45% in size
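ATM-like activity read as KAP-1 phosphorylation via AlphaLISA donor/acceptor antibody pairs after lysis and 6 hr at 25C. Cells were ATM-null patient fibroblasts ([…], hTERT), dosed 60 min, then exposed to the DSB inducer NCS for 30 min.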
CXXC DNA block: MLL CXXC-DNA interaction inhibition; MLL-CXXC / FITC-HOXA9 DNA fluorescence polarization; Potency, µM (top dose mostly 115 µM), for the others: at the highest dose activity change, negative = inhibition, most hits filed as inhibitors; 0.037% of 290,000 active; AID 2662; active = well fitted inhibition curve with a large enough effect in the polarisation, with a control signal flat, not every such curve was filed as active; inconclusive = small, poorly fitted or top-dose-only effect, or effect the other way, or a change in a side signal; inactive = no such curve, though single readings can be large or run the other way; the % refers to the polarisation; also: potency is read from the fitted curve at half-maximal effect
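Purified MLL-CXXC (added from a 7 uM solution) was preincubated 5 min at ambient with pinned compounds in 50 mM Tris-HCl pH 7.5, 50 mM NaCl, 1 mM DTT, 0.05% BSA. Fluorescein-labeled HOX-A9 DNA (50 nM solution) followed, 30 min, then polarization read.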
Tb PFK block: T. brucei PFK enzyme inhibition; O15648; T. brucei PFK, ADP-Glo luminescence; Potency, µM (doses to about 57.5 µM), for the others: top-dose activity, negative = inhibition, usual class: inhibitors; 0.17% of 330,000 active; AID 485367;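 also: potency is read from the fitted curve at half-maximal effect; 0% = uninhibited 1x PFK enzyme wells and -100% = no-enzyme wells; nearly all actives have a fitted effect of over 60% in size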
Target sequence (O15648 whole entry, looked up): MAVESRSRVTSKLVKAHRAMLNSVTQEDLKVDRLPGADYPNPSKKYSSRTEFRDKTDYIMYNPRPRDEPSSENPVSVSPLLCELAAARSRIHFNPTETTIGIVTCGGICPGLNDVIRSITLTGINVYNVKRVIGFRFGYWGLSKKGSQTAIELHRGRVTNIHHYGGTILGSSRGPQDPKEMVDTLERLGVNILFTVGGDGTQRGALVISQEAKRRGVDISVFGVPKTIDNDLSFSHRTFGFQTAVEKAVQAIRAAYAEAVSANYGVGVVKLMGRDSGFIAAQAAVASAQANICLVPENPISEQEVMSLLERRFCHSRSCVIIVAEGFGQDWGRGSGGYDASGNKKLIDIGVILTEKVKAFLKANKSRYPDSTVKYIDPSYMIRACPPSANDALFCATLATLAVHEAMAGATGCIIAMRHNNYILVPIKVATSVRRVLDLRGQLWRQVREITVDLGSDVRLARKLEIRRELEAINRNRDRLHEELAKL
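Activity is normalized to no-enzyme wells (full inhibition) and 1.25 nM enzyme wells (no inhibition). Reaction: 0.5 mM F6P, 0.1 mM ATP, 45 min RT, ADP-Glo luminescence; concentration-response curves fitted and classed by quality.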
FBPA coupling cs: coupling enzyme interference in Giardia aldolase counter-screen; coupling enzyme system counterscreen, AmpLite Red fluorescence; activity change, negative = inhibition, % at 58.2 µM, hits read low; 0.67% of 290,000 active; in the data active = activity change below about -30%; also: % is scaled to controls: 0 for no effect and ±100 for the full control effect
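Counterscreen of the coupled detection system alone, without aldolase: glyceraldehyde-3-phosphate coupling enzymes plus AmpLite Red readout. Compounds at 57.5 uM final, 10 min RT preincubation, 20 min RT reaction, fluorescence 525/598 nm.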
TSHR antagonist: antagonists of human thyroid stimulating hormone receptor. activity change, negative = inhibition, % at 11.5 µM. P16473. TSHR-expressing cells, TSH-stimulated cAMP HTRF, 2 h; active compounds read low. 0.2% of 330,000 active;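 active = activity change below a set negative limit, meaning inhibition stronger than a set level, cut at about -70% in these data; inconclusive = activity change between two set negative limits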; also: % is scaled to controls: 0 for no effect and ±100 for the full control effect
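TSHR-expressing cells were treated with compounds, then stimulated with TSH at EC80 (4nM final) for 2 hours at 37 deg C. Cellular cAMP was measured by HTRF competition between lysate cAMP and cAMP-d2 for a cryptate-labelled anti-cAMP antibody.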
TCR activator: activates T cell receptor signaling; 330,000 tested, under 10 active; Potency, µM (doses to about 9.22 µM), for the others: at the top dose activation of IL-2 secretion, usual class: activators; primary human leukocytes, anti-CD3, IL-2 HTRF, 48 h; also: % of control where 0% means no effect
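Primary human leukocytes were stimulated with a-CD3 beads plus compounds for 48 hr without co-stimulation; secreted IL-2 was quantified by HTRF using a-IL-2-K (europium cryptate) and a-IL-2-d2, excited at 320nm with acceptor emission read at 665nm.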
Chronic BCR inh: blocks chronic active B-cell receptor signaling. Potency, µM (doses to about 46.1 µM), for the others: at the top dose ratio change, negative = lower green/red ratio, most hits filed as inhibitors. ABC-DLBCL IkBa-CBG/CBR reporter, luminescence ratio, 4 h. 0.05% of 340,000 active; active = well fitted inhibition curve with a large enough effect in the signal ratio, with a control signal flat, not every such curve was filed as active; inconclusive = small, poorly fitted or top-dose-only effect, or effect the other way, or a change in a side signal; the % refers to the signal ratio;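 also: potency is read from the fitted curve at half-maximal effect; plate controls were basal doxycycline-induced cells for no effect and cells given 10 µM MG132 for full effect; MG132 reads +100%, hits lower the ratio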
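TMD8 ABC-DLBCL cells carrying doxycycline-inducible green luciferase fused to IkappaBalpha plus unfused red luciferase were exposed to compounds (up to 46 uM) for 4 hrs at 37C. Activity came from the overlap-corrected green/red luminescence ratio.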
Giardia killer: kills Giardia lamblia. AID 540267. activity change, % at 7.66 µM, hits read low. 0.15% of 340,000 active. Giardia lamblia trophozoite viability; in the data active = activity change below about -80%; inconclusive = between about -30% and that limit;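 also: parasites exposed to compound for two days anaerobically before the ATP read; % is scaled to controls: 0 for no effect and ±100 for the full control effect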
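Anaerobic 48 hrs incubation at 37 deg C of 100 trophozoites/well with test compounds; ATPLite 1-Step luminescence, 15-30 min RT, reports cellular ATP as viability.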
* marks the source's active call; other numbers are inactive results; ? = inconclusive; · = no result given; & = joins results of further samples; [ ] = remark or other dose. Unless noted, calls follow the shape of the dose curve; as a rule, active = well fitted curve in the direction sought with a large enough effect; inconclusive = small, poorly fitted or top-dose-only effect, or another doubt; inactive = no such curve, though single readings can be large; an effect the other way counts as inactive or inconclusive.

SMILES | GALK inh | hERG WT inh | A-T KAP1 phos | CXXC DNA block | Tb PFK block | FBPA coupling cs | TSHR antagonist | TCR activator | Chronic BCR inh | Giardia killer
C=CCn1c(CCc2ccc(OC(C)C)cc2)n[nH]c1=S | -3% | 4 | 3% | 2% | -1% | 1 | -23 | -2% | 1% | -22
CC(C)NC(=O)C1c2ccccc2Oc2ccccc21 | 0% | -7 | 4% | 0% | 2% | 0 | -1 | 9% | 0% | 2
COc1ccc(-n2nc3cc(C)c(NC(=S)NC(=O)c4ccccc4C)cc3n2)cc1 | 0% | -7 | 0% | 3% | -4% | -1 | -1 | · | 8% | -7
CCOC(=O)C(N)CSC1CC(=O)N(CCc2ccccc2)C1=O (stereo not drawn) | 7% | 2 | -1% | -8% | 0% | -6 | 20 | -6% | -9% | 14
O=c1c2ccc(Cl)cc2nc(-c2ccc([N+](=O)[O-])cc2)n1O | 1% | -23 | -8% | -3% | -5% | -8 | 0 | -4% | -2% | -12
CC(OC(=O)C1CC(O)CN1S(=O)(=O)c1ccccc1[N+](=O)[O-])C(=O)N1CCCCC1 (stereo not drawn) | 0% | · | 6% | -1% | -1% | -1 | 13 | 15%[46.1 µM] | 6% | 12
O=S(=O)(NC1=NCCCCC1)c1cc(F)ccc1F | · | -2 | -4% | · | 0% | · | 7 | 3% | -5% | -2
COc1ccc(CNC(=O)c2cc(C3CC3)on2)cc1 | 1% | -3 | 9% | -7% | -3% | 2 | -3 | -2% | 7% | -2
CCN(C(=O)CSc1nnc(-c2ccco2)n1C)c1c(N)n(Cc2ccccc2)c(=O)[nH]c1=O | · | -3 | -5% | · | 0% | · | -17 | 1% | ? | 15
CCn1ncc(-c2csc(N)n2)c1C | 0% | -8 | 0% | -6% | -2% | 0 | -11 | 7% | ? | -3
O=C(O)CSc1nnc(-c2ccncc2)n1C1CCCCC1 | -1% | 0 | 1% | 2% | 21% | 1 | 7 | 3% | 0% | 9
NNC(=O)c1ccc(COc2ccc3ccccc3c2)cc1 | 0% | -1 | 6% | -7% | 3% | 1 | -12 | -7% | ? | 6
CC1(C)CC(NS(=O)(=O)c2cccc3ccccc23)CC(C)(C)N1 | -6% | -1 | 18% | -6% | 3% | · | -4 | 10% | ? | 0
Cc1ccc([C@H]2C(C(=O)O)=CC[C@@H](c3ccc(C)cc3)N2S(=O)(=O)c2ccccc2C)cc1 | · | -6 | 13% | · | 7% | · | -12 | 9% | 0% | -21
Cc1nc2ccccc2c(=O)n1NC(=O)c1ccccc1F | -3% | -7 | -3% | 52%[activator] | 1% | 4 | 14 | 3% | 1% | 16
O=C(Nc1cccc(-c2cnc3ccccc3n2)c1)c1ccccc1 | -4% | -13 | -5% | 42%[activator] | 1% | 4 | -1 | -17% | -18% | -8
CCC(C(=O)Nc1ccc(S(=O)(=O)N(C)C2CCN(C)CC2)cc1)c1ccccc1 (stereo not drawn) | · | 5 | -2% | · | 0% | · | 19 | -1% | 1% | -7
COc1ccc(NC(C)c2ccccc2)cc1 (stereo not drawn) | 0% | 4 | -8% | 4% | -6% | -7 | 13 | · | ? | 6
CCCCn1c(SCc2nc3ccccc3s2)nc2ccccc2c1=O | 2% | -4 | 3% | 6% | 3% | 0 | 12 | -3%[46.1 µM] | 1% | 30
CCC(NS(=O)(=O)c1ccc(OC)cc1)C(=O)NCCC1=CCCCC1 (stereo not drawn) | -1% | -13 | · | -22% | -2% | 1 | -4 | -16% | 21% | 10
COc1ccc(Nc2c3c(nc4ccccc24)CCC3)cc1 | 0% | 25 | -20% | -2% | 3% | 0 | 16 | -1% | ? | 33[activator]
COc1ccc(NC(=O)C2CCN(c3nc(C)cc(C)n3)CC2)cc1 | 1% | -12 | · | 26% | 7% | 4 | 0 | 5%[46.1 µM] | -16% | 3
COCCn1c(C(=O)N2CCCC2)cc2c1C[C@H]1CN(C(=O)c3ccccc3)[C@@](Cc3ccc(F)cc3)(C(=O)OC)[C@@H]21 | · | -2 | 12% | 4% | 0% | 0&0 | -3 | 0% | 0% | -8
O=C1N=C(N2CCCCC2)S/C1=C\c1ccc(Br)cc1 | 4% | -3 | 10% | 0% | -3% | 1 | 10 | · | 7% | ?
COc1cccc2cc(C(=O)NCc3ccccc3Cl)c(=O)oc12 | 2% | 4 | 2% | 3% | 0% | 6 | -8 | 0% | 3% | 0
COc1ccc(-n2nc3c(c2NC(=O)COc2ccccc2F)CS(=O)(=O)C3)cc1 | -1% | -8 | 5% | -1% | 1% | · | -19 | -4% | -9% | 16
Nc1nc2ccc(NC(=O)c3ccco3)cc2s1 | 0% | -8 | 2% | -8% | 11% | 4 | 3 | 0% | ? | -8
COc1ccc(CNS(=O)(=O)NCc2ccc(OC)c(OC)c2)cc1 | 11% | -20 | -3% | -7% | -5% | 2 | 11 | -1% | -1% | -18
Cc1ccccc1Nc1nc2ccccc2n1C(C)C | · | 18 | 8% | 2% | 1% | 4 | 7 | 4% | 0% | -1
O=c1[nH]c(=S)[nH]cc1Oc1ccc(Cl)cc1Cl | -1% | -12 | 3% | -4% | -6% | 3 | -1 | -2% | 3% | -23
O=C(C[C@@H]1C/C=C\CC[C@@H](Cc2ccc(F)cc2)C(=O)OC[C@@H]2CCCN2C1=O)N[C@H](CO)Cc1ccccc1 | · | -7 | 1% | · | -2% | · | 7 | -8% | -2% | 15
O=C(NCC1OCCCN1S(=O)(=O)c1cc(F)ccc1F)C(=O)NC1CCCCC1 (stereo not drawn) | -2% | 4 | -4% | 12% | -6% | 1 | -2 | -3% | -13% | -1
CC(=O)N1CCOc2ccc(S(=O)(=O)N3CCC(C(=O)Nc4ccccc4F)CC3)cc21 | -3% | -2 | 0% | 6% | 1% | -1 | -13 | -3% | 0% | -13
CC(C)(C)NC(=O)C(c1ccccc1)N(C(=O)c1ccco1)C1CC1 (stereo not drawn) | 1% | -6 | -3% | -1% | 10% | 1 | -4 | 6% | 4% | -5
O=C(COc1ccccc1)N[C@@H]1c2ccccc2CC[C@@H]1OCc1ccccc1 | · | 18 | 6% | · | 0% | · | 21 | -3%[46.1 µM] | 4% | -12
CC(=O)n1cc([C@@H]2C=C(C(=O)N3CCN(Cc4ccccc4)CC3)O[C@H](OCc3ccc(CO)cc3)C2)c2ccccc21 | 7% | · | 9% | -14% | -3% | -7 | -11 | -1% | 15% | 15
CC(NC(=O)C1CCN(c2nnc(N3CCCC3=O)s2)CC1)c1ccccc1 (stereo not drawn) | · | -10 | 3% | · | -6% | -2 | -10 | 12% | 13% | -28
Cc1ccccc1S(=O)(=O)Cc1ccc(C(=O)O)o1 | 0% | -24 | 6% | -1% | 0% | 0 | 10 | -39% | -8% | 17
CCCCn1nnnc1NCc1cc(Cl)c(OC)c(OC)c1 | 11% | -8 | 4% | 0% | 3% | -2 | -6 | 3% | -14% | -7
CCC(=O)N(c1nnc(SCC(=O)c2ccc[nH]2)s1)C1CC1 | · | 7 | 1% | · | 0% | · | 2 | -3% | -8% | 18
CC(C)c1nnc(SCC(=O)NC2CCCC2)n1C | 1% | -9 | -6% | 4% | ? | 0 | -3 | -10% | -8% | 4
COCCNCC(=O)C12CC3CC(CC(C3)C1)C2 | -2% | -9 | -10% | 2% | 0% | 0 | -4 | -5% | 3% | -1
COC(=O)c1cn(C(=O)c2ccc(C)cc2)c2ccccc12 | -3% | · | 15% | 86%[activator] | 1% | -7 | -35 | 1% | ? | -1
Cc1cccc(NC(=S)NCCc2ccc3c(c2)OCCO3)c1C | 11% | 10 | 0% | 9% | -3% | -1 | -5 | 5% | 1% | -5
O=S1(=O)C=CC(Nc2ccccc2)C1 (stereo not drawn) | · | 1 | 0% | -7% | 0% | 1 | -6 | · | -11% | -6
CC(=O)N(CN1C(=O)CCC1=O)c1cccc(Cl)c1 | · | -6 | -8% | -11% | -2% | 0 | 10 | -8%[46.1 µM] | -1% | 19
CC(C)Nc1nc(N)c(C(=O)C23CC4CC(CC(C4)C2)C3)s1 | 3% | -1 | 0% | 2% | -2% | 4 | -7 | 6% | -8% | 3
COc1cccc(N2CC(C(=O)Nc3ccc(F)cc3)CC2=O)c1 (stereo not drawn) | -9% | 9 | 11% | 12% | 19µM* | · | 30 | -13% | 1% | 13
c1ccc(-c2nc(NCc3cccs3)c3ccccc3n2)cc1 | -2% | 17 | 10% | 2% | 1% | 0 | 2 | 4% | 17% | 15

Full records from above. Order of screens: GALK inh, hERG WT inh, A-T KAP1 phos, CXXC DNA block, Tb PFK block, FBPA coupling cs, TSHR antagonist, TCR activator, Chronic BCR inh, Giardia killer
Record of c1ccc(-c2nc(NCc3cccs3)c3ccccc3n2)cc1 = -2%, 17, 10%, 2%, 1%, 0, 2, 4%, 17%, 15
Record of CC(NC(=O)C1CCN(c2nnc(N3CCCC3=O)s2)CC1)c1ccccc1 (stereo not drawn) = ·, -10, 3%, ·, -6%, -2, -10, 12%, 13%, -28
